Source: PubChem
NR2F2 inh: NR2F2 transcriptional activity inhibitors, primary screen, cell-based, luciferase reporter, HEK293T, luminescence; HEK293T NGFI-A luciferase reporter; hit rate 0.7% among 370,000; inhibition, % at 8.6 µM;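 active means inhibition above a per-plate cutoff, mean inhibition of test wells between control levels plus 3 SD, cut at about 38% in these data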;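 further: cells cotransfected with COUP-TFII expression vector driving the NGFI-A reporter; 0% = median of COUP-TF2 test wells and 100% = reporter-only cells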
SRC2 inh: inhibition of GAL4-SRC2 driven luciferase reporter, primary screen, SRC2 inhibitor project, cell-based, luminescence; Nuclear receptor coactivator 2 (Homo sapiens), Q15596; HEK293 GAL4-SRC2 luciferase reporter; inhibition, % at 9 µM; hit rate 0.17% among 370,000; AID 651957, 2012;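 active means inhibition above the mean inhibition of all tested compounds plus 3 SD, set per campaign, cut at about 52% in these data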;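 further: 0% = DMSO treated cells and 100% = cells given Gossypol at 36 µM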
TRAIL sens C8: viability loss with TRAIL in NB7+C8 cells, primary screen, TRAIL sensitizer project, cell-based, ATPlite luminescence; inhibition (viability loss, TRAIL sensitization), % at 10 µM; hit rate 1% among 360,000; AID 624354, 2012;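 active means compounds causing at least 50% loss of cell viability in the single-dose screen, relative to plate controls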
LRH-1 inv ag: LRH-1 (NR5A2) inverse agonists, primary screen, cell-based, luminescence, HEK293T, StAR-luciferase reporter. Nuclear receptor subfamily 5 group A member 2 (Homo sapiens), O00482. LRH-1 transfected, 24 h. inhibition, % at 3.6 µM. hit rate 0.13% among 360,000. AID 602396, 2012;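 active means inhibition above the mean inhibition of all tested compounds plus 3 SD, cut at about 73% in these data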;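 further: 0% = DMSO wells and 100% = reporter-only cells lacking LRH-1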
Target sequence (O00482 whole entry, looked up): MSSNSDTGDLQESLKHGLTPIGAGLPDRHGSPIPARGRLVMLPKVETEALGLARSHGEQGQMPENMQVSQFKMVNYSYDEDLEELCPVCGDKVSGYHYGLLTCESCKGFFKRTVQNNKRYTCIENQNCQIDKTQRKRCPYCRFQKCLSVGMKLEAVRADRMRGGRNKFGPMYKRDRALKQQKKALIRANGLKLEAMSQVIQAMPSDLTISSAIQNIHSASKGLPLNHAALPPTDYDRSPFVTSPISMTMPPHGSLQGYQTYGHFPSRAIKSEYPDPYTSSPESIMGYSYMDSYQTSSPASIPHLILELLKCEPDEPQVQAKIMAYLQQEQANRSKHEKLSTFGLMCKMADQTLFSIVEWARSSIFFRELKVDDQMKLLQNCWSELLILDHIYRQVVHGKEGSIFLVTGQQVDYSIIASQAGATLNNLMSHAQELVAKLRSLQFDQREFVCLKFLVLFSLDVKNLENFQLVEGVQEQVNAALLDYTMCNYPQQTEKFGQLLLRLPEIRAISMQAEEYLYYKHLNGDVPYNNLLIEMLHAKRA
LMP1 NFkB inh: EBV LMP1-driven NF-kappaB luciferase reporter inhibitors, primary screen, cell-based, luminescence, single point; AID 504558, 2011; inhibition, % at 12.5 µM; hit rate 0.69% among 350,000; LMP1-induced NF-kappaB luciferase reporter cells; in the data active means inhibition above about 41%; inconclusive means no clear call, values can overlap the other calls;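 further: 0% = neutral control wells and 100% = reference inhibitor control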
TROY signal inh: inhibitors of TROY-driven NF-kB signaling, primary screen, Q293 LMP1-TROYcd cells, NF-kB luciferase, uHTS; Q293 LMP1-TROYcd NF-kB luciferase reporter, 4 h; inhibition, % at 10 µM; hit rate 0.98% among 360,000;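 active means compounds whose plate-normalised and pattern-corrected inhibition of the luciferase reporter signal at the single screening dose is 50% or more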
TLR9-MyD88 inh: inhibitors of TLR9-MyD88 association in cells, primary screen, cell-based, CHO, BLA complementation, fluorescence | hit rate 0.21% among 340,000 | inhibition, % at 4.98 µM | CCF4 FRET ratio | AID 504734, 2011;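 active means inhibition above the mean over all tested compounds plus 3 SD, cut at about 21% in these data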;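 further: 0% = DMSO only wells and 100% = clavulanate BLA inhibitor control wells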
NOD2-RIPK2 inh: NOD2-RIPK2 binding disruptors in cells, primary screen, fluorescence, CHO cells, BLA complementation | AID 624267, 2012 | inhibition, % at 4.98 µM | hit rate 0.38% among 360,000 | CCF4 ratio | Receptor-interacting serine/threonine-protein kinase 2 (Homo sapiens), O43353; in the data active means inhibition above about 21%;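 further: 0% = vehicle only and 100% = reference blocker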
Target sequence (O43353 whole entry, looked up): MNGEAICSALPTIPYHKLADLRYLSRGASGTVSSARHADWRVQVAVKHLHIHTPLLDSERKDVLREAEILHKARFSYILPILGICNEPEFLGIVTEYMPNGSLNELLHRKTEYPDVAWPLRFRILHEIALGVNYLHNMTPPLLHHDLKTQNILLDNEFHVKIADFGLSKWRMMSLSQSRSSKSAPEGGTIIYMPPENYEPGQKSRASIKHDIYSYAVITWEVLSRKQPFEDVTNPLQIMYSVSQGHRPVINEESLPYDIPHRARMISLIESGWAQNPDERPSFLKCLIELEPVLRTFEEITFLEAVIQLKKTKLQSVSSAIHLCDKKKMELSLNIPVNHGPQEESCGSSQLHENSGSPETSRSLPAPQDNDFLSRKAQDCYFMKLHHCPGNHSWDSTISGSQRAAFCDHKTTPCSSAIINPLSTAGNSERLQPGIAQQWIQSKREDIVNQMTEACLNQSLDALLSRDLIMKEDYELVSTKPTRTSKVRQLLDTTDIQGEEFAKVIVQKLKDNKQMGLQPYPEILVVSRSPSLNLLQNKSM
SRC3 inh: SRC3 coactivator transcriptional activity inhibitors, primary screen, cell-based, luminescence | hit rate 0.17% among 360,000 | Nuclear receptor coactivator 3 (Homo sapiens), Q9Y6Q9 | inhibition, % at 3.6 µM | HEK293 GAL4-SRC3 luciferase reporter;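 active means inhibition above a per-campaign cutoff, the mean of all compounds plus 3 SD, cut at about 60% in these data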;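 further: 0% = DMSO-treated cells and 100% = gossypol-treated cells at 36 µM; higher means less SRC3-driven luciferase light from the GAL4 reporter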
Vif inh: HIV Vif self-association inhibitors, primary screen, imaging, HEK293T, single point. hit rate 0.35% among 340,000. HEK293T cells, Vif self-association by quenched fluorescence, 24 h. inhibition, % at 7.49 µM; in the data active means inhibition above about 50%, passing the limit was not always enough; inconclusive means no clear call, values can overlap the other calls; inactive means below about 31%; further: some results filed as inactive read as strong as hits
NCOA1 inh: SRC1 coactivator transcriptional activity inhibitors, primary screen, cell-based, luminescence; HEK293 GAL4-SRC1 luciferase reporter; Nuclear receptor coactivator 1 (Homo sapiens), Q15788; hit rate 0.12% among 360,000; inhibition, % at 3.6 µM;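 active means inhibition above the campaign mean plus 3 SD, with each screening campaign given its own cutoff, cut at about 60% in these data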;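 further: 0% = DMSO treated cells and 100% = gossypol at 36 µM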
Numbers without * were called inactive; ? = inconclusive; . = not tested or not shown.

#	Compound	NR2F2 inh	SRC2 inh	TRAIL sens C8	LRH-1 inv ag	LMP1 NFkB inh	TROY signal inh	TLR9-MyD88 inh	NOD2-RIPK2 inh	SRC3 inh	Vif inh	NCOA1 inh
1	CCOc1ccc(-c2nnc(N3CCCCC3)c3ccccc23)cc1	-13	2	1	-5	-14	59*	-10	9	-11	11	-2
2	COc1ccc(-c2cnc(SCC(=O)Nc3nc(C(C)(C)C)cs3)n2Cc2ccco2)cc1	11	18	-11	3	2	-5	-1	-6	10	15	-13
3	COc1ccc(C)cc1NC(=O)NCc1ccccc1F	5	3	33	13	3	-24	0	-8	9	-2	-18
4	OCC1(Cc2cccc(F)c2)CCN(Cc2cccc3nccnc23)CC1	11	-10	6	-5	-6	14	1	-1	11	-1	-1
5	Cc1cccn2c(=O)c(/C=C(\C#N)C(=O)NCc3ccco3)c(N3CCC(C(N)=O)CC3)nc12	12	12	-7	6	-2	0	11	0	8	1	7
6	CC(C)Cc1nnc(NC(=O)CCC(=O)Nc2ccc(Cl)cc2)s1	-3	1	13	10	3	-12	3	-6	-6	-4	-8
7	Cc1c(NC(=O)C(C)OC(=O)c2cccc(S(=O)(=O)N(C)C)c2)c(=O)n(-c2ccccc2)n1C (centres undefined)	1	-9	-2	14	-3	5	4	-13	-2	.	-2
8	Oc1ccccc1/C=N/Nc1cc(N2CCCC2)nc(N2CCCC2)n1	-12	-5	14	-22	-39	-64	-6	-3	3	-7	-9

Copied from above, entries 1 to 2
#	Compound	NR2F2 inh	SRC2 inh	TRAIL sens C8	LRH-1 inv ag	LMP1 NFkB inh	TROY signal inh	TLR9-MyD88 inh	NOD2-RIPK2 inh	SRC3 inh	Vif inh	NCOA1 inh
1	CCOc1ccc(-c2nnc(N3CCCCC3)c3ccccc23)cc1	-13	2	1	-5	-14	59*	-10	9	-11	11	-2
2	COc1ccc(-c2cnc(SCC(=O)Nc3nc(C(C)(C)C)cs3)n2Cc2ccco2)cc1	11	18	-11	3	2	-5	-1	-6	10	15	-13

Next compounds follow:
#	Compound	NR2F2 inh	SRC2 inh	TRAIL sens C8	LRH-1 inv ag	LMP1 NFkB inh	TROY signal inh	TLR9-MyD88 inh	NOD2-RIPK2 inh	SRC3 inh	Vif inh	NCOA1 inh
9	COc1ccc(/C=C/C(=O)NC(=S)Nc2ccc(C(=O)O)cc2)cc1	-8	2	-9	4	1	-15	-7	-1	-9	18	-12
10	O=C(NCCOC(=O)c1ccncc1)c1ccccc1	0	0	-4	-6	7	-15	5	-5	7	-1	-3
11	O=C(Cc1c(Cl)cccc1Cl)Nc1cccc(S(=O)(=O)N2CCOCC2)c1	21	21	2	6	5	-5	13	-4	-5	-1	-20
12	Cn1nc(-c2ccc(C(=O)NCC3CCCO3)cc2)c2ccccc2c1=O (centres undefined)	-10	7	3	23	-5	-7	1	-6	9	.	-8
13	CC(NS(=O)(=O)c1ccc(Br)cc1F)[C@H](O)c1ccccc1 (some centres undefined)	-11	2	-20	-6	7	3	-2	-5	-6	-4	4
14	COc1ccc(N(C(=O)c2cnccn2)C(C(=O)NC2CCCCC2)c2cc(OC)c(OC)c(OC)c2)cc1 (centres undefined)	0	-9	5	-17	2	0	8	6	-6	7	-1
15	O=CNc1cc(-c2ccccc2Oc2ccccc2)cn2c(-c3ccc(F)cc3)cnc12	-16	3	0	1	.	8	.	6	2	-10	3
16	O=C(c1cccnc1)C1CCCN(Cc2nc(Cc3ccccc3F)no2)C1 (centres undefined)	21	13	-2	-1	2	11	-9	-3	2	?	-6

Carrying on.
#	Compound	NR2F2 inh	SRC2 inh	TRAIL sens C8	LRH-1 inv ag	LMP1 NFkB inh	TROY signal inh	TLR9-MyD88 inh	NOD2-RIPK2 inh	SRC3 inh	Vif inh	NCOA1 inh
17	O=[N+]([O-])c1cccc(-c2nc(NCc3ccccc3)c3ccccc3n2)c1	-4	17	-10	2	-46	24	3	0	2	-8	-9
18	CC(C)NC(=O)NC(=O)COC(=O)c1ccc(S(=O)(=O)Nc2ccccc2)cc1	6	6	-7	-8	-4	23	9	2	7	1	9
19	CCOC(=O)c1ccc(N2CCOCC2)c(NS(=O)(=O)c2ccc(F)cc2)c1	15	-23	10	-1	-2	1	-12	9	8	5	-20
20	Cc1cccc(OCCCC(=O)Nc2ccc(S(=O)(=O)Nc3onc(C)c3C)cc2)c1C	-10	-15	9	1	0	9	14	3	-13	-3	6
21	CC(C(=O)N1CCCC1)N1CCN(S(=O)(=O)c2ccc(C(C)(C)C)cc2)CC1 (centres undefined)	20	-1	7	5	2	1	4	-1	7	1	-13
22	COC(=O)c1c(C)[nH]c(C(=O)CN2C(=O)C3CC=CCC3C2=O)c1C (centres undefined)	-27	-58	17	-25	-23	-56	12	-11	-6	3	-23
23	CC1=C(C)CC(C(=O)NCCc2ccc(F)cc2)C(C(=O)O)C1 (centres undefined)	-9	-9	-14	-12	7	3	-4	-6	-12	26	5
24	Cc1c(Cl)cccc1NC(=S)N1CCCN(Cc2ccccc2F)C1	12	3	-2	-13	5	7	-2	-5	8	0	-23

The list continues:
#	Compound	NR2F2 inh	SRC2 inh	TRAIL sens C8	LRH-1 inv ag	LMP1 NFkB inh	TROY signal inh	TLR9-MyD88 inh	NOD2-RIPK2 inh	SRC3 inh	Vif inh	NCOA1 inh
25	CCOC(=O)C1C(=O)NC(c2ccccc2)=NC1c1ccc(OC)cc1 (centres undefined)	4	10	4	7	3	11	-2	6	5	3	-11
26	CCOc1ccccc1CN1CCNC(=O)C1CC(=O)NC1CCCCCC1 (centres undefined)	-15	-10	10	10	3	-14	-2	-18	20	-7	5
27	Cc1cc(C)cc(NC(=S)/C(=C(\[O-])c2ccc(Cl)cc2Cl)[n+]2ccccc2)c1	-2	24	8	5	0	-10	-5	-13	2	-2	11
28	O=C(NCCSCc1ccco1)c1ccc(CN2CCOCC2)cc1	-15	-25	-7	-9	-2	-22	-7	-7	-63	15	-38
29	Cc1ccc(Cn2c(/C=C/c3ccco3)nc3ccccc32)cc1	-20	-43	2	-8	-25	-4	-2	-6	-9	9	-55
30	CSc1nc(-c2ccccc2)nn1C(=O)c1ccco1	-9	-12	6	0	-9	-17	-1	-6	8	-6	-2
31	CCOc1ccc(S(=O)(=O)N2CCCC(C(=O)NCC3CCCO3)C2)cc1Cl (centres undefined)	14	-2	-2	-3	1	-15	-5	-5	19	-11	2
32	COc1cccc(S(=O)(=O)Nc2ccc3c(c2)OCCO3)c1	5	16	5	4	-2	52*	10	0	17	-3	7

Some entries already given with just NOD2-RIPK2 inh, TROY signal inh and TLR9-MyD88 inh.
No.	SMILES	NOD2-RIPK2 inh	TROY signal inh	TLR9-MyD88 inh
17	O=[N+]([O-])c1cccc(-c2nc(NCc3ccccc3)c3ccccc3n2)c1	0	24	3
18	CC(C)NC(=O)NC(=O)COC(=O)c1ccc(S(=O)(=O)Nc2ccccc2)cc1	2	23	9
19	CCOC(=O)c1ccc(N2CCOCC2)c(NS(=O)(=O)c2ccc(F)cc2)c1	9	1	-12
20	Cc1cccc(OCCCC(=O)Nc2ccc(S(=O)(=O)Nc3onc(C)c3C)cc2)c1C	3	9	14
21	CC(C(=O)N1CCCC1)N1CCN(S(=O)(=O)c2ccc(C(C)(C)C)cc2)CC1 (centres undefined)	-1	1	4
22	COC(=O)c1c(C)[nH]c(C(=O)CN2C(=O)C3CC=CCC3C2=O)c1C (centres undefined)	-11	-56	12

(cont.)
#	Compound	NR2F2 inh	SRC2 inh	TRAIL sens C8	LRH-1 inv ag	LMP1 NFkB inh	TROY signal inh	TLR9-MyD88 inh	NOD2-RIPK2 inh	SRC3 inh	Vif inh	NCOA1 inh
33	COc1ccc(N2CCN(Cc3cc(OC)c(O)c([N+](=O)[O-])c3)CC2)cc1	5	-8	11	-13	2	4	-7	-11	-5	-4	-6
34	CC(NC(=O)Nc1ccccc1)C(c1cccs1)N1CCN(c2ccccc2)CC1 (centres undefined)	9	-6	15	-21	12	-4	-9	3	0	1	2
35	O=C(COC(=O)[C@H](Cc1ccccc1)N1C(=O)c2ccccc2C1=O)Nc1ccc2c(c1)OCO2	5	6	0	-9	7	-4	-3	4	7	5	-12
36	O=c1[nH]cncc1OCc1ccccc1	-6	0	-8	-5	5	-2	-6	-16	-7	2	-10
37	CCCC(NCC(O)COc1ccc(-c2ccccc2)cc1)c1ccccc1 (centres undefined)	9	18	9	0	-11	22	4	-3	-2	-5	-19
38	CCOc1cc(C)nc(Oc2ccc(=O)[nH]n2)n1	7	3	-6	1	-5	-3	-14	-4	-10	0	-9
39	O=c1c2ccccc2nc(SCc2nnc(-c3ccccc3Br)o2)n1Cc1ccco1	12	-16	-8	-8	-2	-2	4	7	4	0	2
40	Cc1cc(Nc2cccc(C)c2C)n2nc(C)nc2n1	-59	-10	-2	20	-5	-11	-5	-6	-12	-6	-9

Additional structures follow:
#	Compound	NR2F2 inh	SRC2 inh	TRAIL sens C8	LRH-1 inv ag	LMP1 NFkB inh	TROY signal inh	TLR9-MyD88 inh	NOD2-RIPK2 inh	SRC3 inh	Vif inh	NCOA1 inh
41	O=C(COC(=O)c1cc([N+](=O)[O-])ccc1N1CCOCC1)c1ccc(F)cc1	-13	3	9	1	-1	12	-12	-5	13	0	7
42	CC(C)NC(=O)c1cc2ccccc2o1	-21	5	-7	-1	-9	4	-8	-2	-13	-7	-2
43	CCN(CC(=O)Nc1ccc(C(C)=O)cc1)CC(=O)Nc1ccccc1C(F)(F)F	-14	1	0	39	6	13	-1	-3	4	3	-6
44	Cc1noc(C)c1S(=O)(=O)N1CCC(C(=O)N2CCN(c3ccccc3Cl)CC2)CC1	4	-1	-8	-19	5	3	-3	-3	-2	-20	-4
45	O=S(=O)(Cc1noc(-c2ccc(Cl)cc2)n1)Cc1ccco1	-1	-32	13	3	.	-18	.	-2	-13	1	-13
46	O=C(CNC(=O)N1CC(=O)Nc2ccccc21)Nc1ccccc1	2	11	-4	-13	-6	2	1	5	-27	-1	-8
47	COc1ccc(-c2cc(C)nc(SCc3cccc(C(=O)O)c3)n2)cc1	6	-4	-10	13	-4	-6	-17	-1	15	-1	4
48	O=S(=O)(c1ccc(F)cc1)N1CCn2c(nc3ccccc32)C1	-13	10	-5	5	-3	-12	3	-10	2	1	11
49	COc1ccc(CN(C(=O)c2cccc(OC)c2)C2CCS(=O)(=O)C2)cc1 (centres undefined)	11	29	3	-7	.	-14	.	-1	22	-2	7

Some of the compounds tested; count on the stated rates, not on these rows.
